Source: PubChem BioAssay (National Center for Advancing Translational Sciences (NCATS))
HT1080-NT tox: kills 2HG-producing HT-1080-NT fibrosarcoma cells; HT-1080-NT fibrosarcoma viability, CellTiter-Glo ATP luminescence, 48 h; Potency, µM (doses to about 46.1 µM), for inactives: top-dose activity, negative = less viability, usual class: cytotoxic; 1.6% of 360,000 active; AID 686970;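 also: NT is the 2HG producing partner of a matched IDH1 knockdown line; potency is read from the fitted curve at half-maximal effect; 0% = DMSO-treated cells and -100% = media-only wells without cells; nearly all actives have a fitted effect of over 55% in size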
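Viability by CellTiter-Glo luminescence after 48 h compound exposure at 37C of HT-1080-NT cells (750/well, RPMI, 5% FBS). % activity scaled between DMSO wells and medium-only wells, then curve-fitted and categorized by curve class.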
KB-V1 cytotox: kills drug-selected multidrug resistant KB-V1 cells | Potency, µM (titrated, usually from 46.1 µM), without a hit: at the highest dose activity change, negative = cytotoxicity, usual class: cytotoxic | 3.4% of 400,000 active | KB-V1 MDR cells viability, CellTiter-Glo, 72 h; also: potency is read from the fitted curve at half-maximal effect; % is scaled to controls: 0 for no effect and ±100 for the full control effect; nearly all actives have a fitted effect of over 60% in size
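Cells of the MDR subline KB-V1 are plated, dosed with compound at multiple concentrations, and incubated 72 h at 37 degrees C; CellTiter-Glo is then added and luminescence read after 10 min.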
SW480 rerep: inducers of DNA re-replication in SW480 colon cancer cells; SW480 DNA re-replication, Hoechst DNA content imaging, 48 h; Potency, µM (top dose mostly 46.1 µM), without a hit: at the top dose re-replication activation, most hits filed as activators; 1.8% of 340,000 active; AID 624297; also: potency is read from the fitted curve at half-maximal effect; % of control where 0% means no effect; nearly all actives have a fitted effect of over 55% in size
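DNA re-replication was detected as more nuclei of elevated Hoechst intensity after 48 hr exposure to compound (23 nL pinned per well of 250 cells).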
MCF10A rerep: inducers of DNA re-replication in MCF 10A breast cells; MCF 10A DNA re-replication, Hoechst nuclear intensity, 48 h; Potency, µM (top dose mostly 46.1 µM), inactives show top-dose activity, positive = re-replication, usual class: activators; 2.9% of 350,000 active; also: potency is read from the fitted curve at half-maximal effect; % of control where 0% means no effect; nearly all actives have a fitted effect of over 50% in size
IL1B secr inh: blocks inflammasome-driven IL-1 beta release | THP-1 LPS/ATP IL-1B secretion, AlphaLISA, 16 h; active compounds read low | activity change, % at 57.5 µM | 4.7% of 360,000 active; in the data active = activity change below about -50%; inconclusive = mostly about -30% to -49%; also: % is scaled to controls: 0 for no effect and ±100 for the full control effect
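THP-1 cells pretreated 1 hr with compounds (up to 57.5 uM final), then stimulated with LPS (250 ng/mL final) plus ATP (1.25 mM final); secreted IL-1B measured by AlphaLISA after 16 hr, decreased signal indicating inhibition.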
HEK293 tox: cytotoxicity counter-screen for GLP-1 receptor inverse agonists; HEK293 cAMP-luciferase reporter cells, luminescence, 24 h; Potency, µM (titrated, usually from 38.3 µM), for the others: at the highest dose activity change, negative = inhibition, most hits filed as inhibitors; 0.13% of 410,000 active;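 also: loss of luciferase light is scored as toxicity; potency is read from the fitted curve at half-maximal effect; % is scaled to controls: 0 for no effect and ±100 for the full control effect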
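Cells in DMEM/10% Nu serum/1% pen-strep, 1536-well format. Pre-incubated 12 h, dosed with 23 nL compound, incubated a further 24 h. Luciferase detection, 12 min at room temp, luminescence.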
D3 ag: activates the human D3 dopamine receptor; D3R DiscoveRx beta-arrestin cells, luminescence, 90 min; AID 652048; max activation, %; P35462; 0.58% of 410,000 active; in the data active = max activation above about 30%; also: 0% is about no effect; mostly tested at two doses, the higher about 12 µM
Target sequence (P35462 whole entry, looked up): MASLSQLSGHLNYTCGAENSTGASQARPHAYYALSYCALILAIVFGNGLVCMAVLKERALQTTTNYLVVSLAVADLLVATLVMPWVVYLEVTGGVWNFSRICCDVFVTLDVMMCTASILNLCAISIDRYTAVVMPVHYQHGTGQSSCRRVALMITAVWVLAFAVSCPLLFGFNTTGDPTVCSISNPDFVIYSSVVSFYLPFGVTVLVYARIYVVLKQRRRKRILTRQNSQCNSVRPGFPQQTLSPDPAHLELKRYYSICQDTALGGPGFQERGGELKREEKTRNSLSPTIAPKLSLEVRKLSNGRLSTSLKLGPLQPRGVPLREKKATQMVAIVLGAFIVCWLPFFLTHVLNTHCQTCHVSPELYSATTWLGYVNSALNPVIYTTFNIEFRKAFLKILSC
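Agonist mode: compounds and dopamine controls were applied to plated cells for 90 min at 37 degrees C after an overnight attachment at 1500 cells/well. Luminescent read-out followed 30 - 60 minutes at room temperature with DiscoveRx detection reagent.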
HT1080 IDH1KD tx: HT-1080 IDH1 knockdown cell toxicity (counter line); AID 686971; HT-1080 IDH1 knockdown viability, ATP luminescence, 48 h; 2% of 360,000 active; Potency, µM (series often up to 46.1 µM), for the others: at the top dose activity, negative = toxicity, hits mostly cytotoxic;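 also: potency is read from the fitted curve at half-maximal effect; 0% = DMSO wells and -100% = cell-free medium wells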
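Knockdown cells (IDH1KD HT-1080) received compounds 2 h after plating at 750 cells/well and were kept 48 h at 37 °C in 5% FBS RPMI. A CellTiter-Glo luminescence read gave % activity for curve fitting.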
KB-3-1 cytotox: KB-3-1 parental cell cytotoxicity; KB-3-1 viability, CellTiter-Glo ATP luminescence, 72 h; Potency, µM (series often up to 46.1 µM), inactives show top-dose activity change, negative = cytotoxic, actives largely listed as cytotoxic; 1.4% of 400,000 active; AID 1347075; also: potency is read from the fitted curve at half-maximal effect; % is scaled to controls: 0 for no effect and ±100 for the full control effect; nearly all actives have a fitted effect of over 60% in size
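Using CellTiter-Glo luminescence, growth of non-resistant KB-3-1 adenocarcinoma cells is assessed 72 h after pin-tool compound addition at 37 °C. Normalized responses across the concentration series yield fitted curves.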
Active calls of the source: *; ? = inconclusive; . = no result given; [ ] = dose if it differs, or a comment. Unless noted, calls follow the shape of the dose curve; as a rule, active = well fitted curve in the direction sought with a large enough effect; inconclusive = small, poorly fitted or top-dose-only effect, or another doubt; inactive = no such curve, though single readings can be large; an effect the other way counts as inactive or inconclusive.

SMILES | HT1080-NT tox | KB-V1 cytotox | SW480 rerep | MCF10A rerep | IL1B secr inh | HEK293 tox | D3 ag | HT1080 IDH1KD tx | KB-3-1 cytotox
CCN1CCN(CCCNC(=O)C2CCCN(c3nc4c(C)cc(C)cc4s3)C2)CC1 (stereo not given) | ? | -8% | 7% | 13% | -14 | ? | -3 | ? | ?
CCOc1ccc(S(=O)(=O)c2cc3cccc(OCC)c3oc2=O)cc1 | . | 1% | . | . | . | 0% | -4 | . | 2%
CCc1ccccc1N1CCN(S(=O)(=O)c2ccc(F)c(C)c2)CC1 | 7% | ? | -2% | 8% | -10 | -3% | -3 | 10% | -7%
Cc1ccc(NC(=O)NC2CC(=O)N(c3ccc4c(c3)OCCO4)C2)c(C)c1 (stereo not given) | -2% | 13% | -21% | -2% | 1 | -5% | -2 | 6% | 13%
Cn1nccc1NC(=O)c1nccnc1C(=O)O | 1% | 11% | -29% | 0% | 7 | 1% | -5 | 4% | 12%
CC(NC(=O)CN1CCN(c2cccc(Cl)c2)CC1)c1ccccc1 (stereo not given) | -3% | -3% | ? | ? | 0 | 6% | 11 | -1% | 23%
Brc1cccc(-c2nc3c4ccccc4ccn3c2Cc2ccsc2)c1 | -11% | 5% | . | . | -5 | 3% | -8 | -12% | 0%
CCOC(=O)c1c(NC(=O)CSc2nnc(C)s2)sc2c1CCN(C)C2 | -1% | -5% | -6% | 0% | -3 | 22% | -10 | -3% | 0%
O=C(O)CCCCCNS(=O)(=O)c1ccc2c(c1)OCCO2 | 3% | 25% | -12% | 15% | 17 | -19% | 15 | 1% | 2%
Cc1ccccc1SCC(=O)OCC(=O)NCCNC(=O)COC(=O)CSc1ccccc1C | 5% | 22% | -283%[inhibitor] | -1% | 27 | 3% | -4 | 4% | 8%
CC(C)N=C1SC(CC(=O)Nc2ccccc2)C(=O)N1C(C)C (stereo not given) | -2% | 16% | 4% | 7% | -2 | 3% | 2 | -2% | 18%
O=C(Cn1c(=O)n(CC(=O)NCc2ccccc2)c2ccccc21)NCc1ccccc1 | -23% | -12% | ? | 36% | 2 | 3% | -6 | ? | -3%
CN(C(=O)CCN1C(=O)/C(=C/c2ccccc2)SC1=S)C1CCS(=O)(=O)C1 (stereo not given) | 2% | 24% | 0% | ? | -19 | 7% | 5 | 8% | -2%
CCOC(=O)c1ccc(NC(=O)c2cc3cc(C)ccc3n2C)cc1 | . | 0% | . | . | . | 4% | 5 | . | 7%
COc1ccccc1NC(=O)CNS(=O)(=O)c1ccccc1 | 4% | 17% | -10% | -7% | 2 | 11% | -5 | 11% | 8%
COc1cccc(CN(C)C(=O)c2cccc(NC(=O)CC3SC(N4CCCCC4)=NC3=O)c2)c1OC (stereo not given) | 1% | 0% | -29% | -3% | -13 | -9% | -29 | -6% | -17%
Cc1cccc(N2CCN(C(=O)COc3cc(=O)n(C)c4ccccc34)CC2)c1C | -13% | 0% | -7% | ? | 0 | -23% | 5 | -26% | 3%
O=C(CC[C@H]1O[C@@H](n2cnc3c(NC(=O)c4ccccc4)ncnc32)[C@H](O)[C@@H]1O)NCc1ccco1 | ? | -10% | . | . | 102 | 1% | -2 | 10% | 0%
COc1ccc(Nc2nc(C)nc3sc4c(c23)CCC4)cc1O | ? | 5.8µM* | ? | ? | 50 | -22% | 19 | -13% | ?
CC(=O)c1c(N2CCOCC2)nc(=S)n(-c2cc(C)ccc2C)c1C | -8% | -12% | -12% | 1.3µM* | -14 | 1% | 19 | -6% | 3%
CCOC(=O)CNC(=O)c1ccc(Cl)s1 | 8% | 30% | ? | ? | 16 | -10% | 7 | 16% | 12%
C/C(=N\Nc1cc(N2CCCCC2)nc(C)n1)c1ccc(Br)cc1 | ? | ? | ? | 12µM* | -51* | ? | 67* | ? | ?
CCOc1ccc(CCN2C(=S)N([C@@H](CC(C)C)CN3CCCC3CN3C(=S)NC[C@@H]3Cc3ccc(O)cc3)C[C@@H]2CC(C)C)cc1 (stereo not given in full) | -14% | ? | -2% | 14% | ? | -4% | -25 | ? | ?
Cc1ccc(-c2nc3cccnc3s2)cc1NC(=O)C(C)C | . | -4% | . | . | . | -11% | -15 | . | 3%

Among those listed so far, these have bromine:
SMILES | HT1080-NT tox | KB-V1 cytotox | SW480 rerep | MCF10A rerep | IL1B secr inh | HEK293 tox | D3 ag | HT1080 IDH1KD tx | KB-3-1 cytotox
Brc1cccc(-c2nc3c4ccccc4ccn3c2Cc2ccsc2)c1 | -11% | 5% | . | . | -5 | 3% | -8 | -12% | 0%
C/C(=N\Nc1cc(N2CCCCC2)nc(C)n1)c1ccc(Br)cc1 | ? | ? | ? | 12µM* | -51* | ? | 67* | ? | ?

Additional results
SMILES | HT1080-NT tox | KB-V1 cytotox | SW480 rerep | MCF10A rerep | IL1B secr inh | HEK293 tox | D3 ag | HT1080 IDH1KD tx | KB-3-1 cytotox
Cc1cccc(NC(=O)c2c([N+](=O)[O-])c(C(C)(C)C)nn2C)c1 | 11% | 5% | -3% | 6% | 19 | 0% | 2 | 1% | 6%
Cc1cccc(C)c1N1C(=O)CN(Cc2ccccc2)C1=S | -1% | -26% | -5% | 2% | 24 | -1% | 5 | -2% | -16%
CCc1c(C)nc2ncnn2c1N1CCC(C(=O)Nc2cccc(C(C)=O)c2)CC1 | -25% | ? | 7% | 10% | 2 | -29% | 4 | ? | ?
O=c1[nH]c(CSc2nc3ccccc3[nH]2)nc2c1cnn2-c1ccccc1 | 23µM* | 10µM* | 6% | ? | -67* | -4% | 3 | ? | -29%
CCCCOC1NC(=O)NC(=O)C1(F)C(=O)OCC (stereo not given) | -16% | 5% | . | . | 24 | 2% | 9 | -24% | 0%
C=CCn1c(SCC(=O)N(C)C2CCS(=O)(=O)C2)nnc1-c1ccncc1 (stereo not given) | 5% | ? | -10% | 4% | 30 | 24% | -2 | 12% | -2%
CCc1ccc(C2N3CC4(C)CN2CC(c2ccccc2)(C3)C4=O)cc1 (stereo not given) | . | ? | . | . | . | -1% | 3 | . | -2%
CCNC(=O)C(C)NC(=O)C1=NN(c2ccccc2)C(=O)CC1 (stereo not given) | -3% | 12% | 2% | 5% | 40 | -19% | -10 | -4% | -2%
Cc1ccccc1NC(=S)NNC(=O)c1cccnc1 | 19% | 7% | -5% | -2% | 12 | -26% | 5 | 21% | 0%
O=C1CCC(=O)N1OCCCOc1ccc(Br)cc1Cl | 1% | 7% | -1% | -2% | -10 | -3% | 11 | 1% | 3%
CC1CCN(S(=O)(=O)c2ccc(C(=O)Nc3nnc(C4CC4)o3)cc2)CC1 | -21% | -24% | 13µM* | ? | 60 | -17% | 4 | ? | ?
CCCCNC(=O)CCCn1c(=O)c2ccccc2n(Cc2cccc(Cl)c2)c1=O | . | -10% | . | . | . | 2% | -2 | . | -17%

Complete entries, looked up by structure:
CCc1ccc(C2N3CC4(C)CN2CC(c2ccccc2)(C3)C4=O)cc1 (stereo not given) in the list: HT1080-NT tox = .; KB-V1 cytotox = ?; SW480 rerep = .; MCF10A rerep = .; IL1B secr inh = .; HEK293 tox = -1%; D3 ag = 3; HT1080 IDH1KD tx = .; KB-3-1 cytotox = -2%
Cc1ccccc1NC(=S)NNC(=O)c1cccnc1 in the list: HT1080-NT tox = 19%; KB-V1 cytotox = 7%; SW480 rerep = -5%; MCF10A rerep = -2%; IL1B secr inh = 12; HEK293 tox = -26%; D3 ag = 5; HT1080 IDH1KD tx = 21%; KB-3-1 cytotox = 0%
CC1CCN(S(=O)(=O)c2ccc(C(=O)Nc3nnc(C4CC4)o3)cc2)CC1 in the list: HT1080-NT tox = -21%; KB-V1 cytotox = -24%; SW480 rerep = 13µM*; MCF10A rerep = ?; IL1B secr inh = 60; HEK293 tox = -17%; D3 ag = 4; HT1080 IDH1KD tx = ?; KB-3-1 cytotox = ?

Later entries
SMILES | HT1080-NT tox | KB-V1 cytotox | SW480 rerep | MCF10A rerep | IL1B secr inh | HEK293 tox | D3 ag | HT1080 IDH1KD tx | KB-3-1 cytotox
CCc1nc2c(c(=O)[nH]1)C1(CCCC1)Cc1ccccc1-2 | -4% | 23% | 1% | 14% | -7 | -5% | 3 | 10% | 6%
O=C(CSc1nnc(NC(=O)Cc2ccc(F)cc2)s1)NCc1ccco1 | -4% | -19% | -2% | 2% | 11 | 6% | -13 | -13% | 16%
C=CCSc1nsc(N)n1 | -1% | -3% | -1% | 2% | 0 | -19% | -2 | -3% | 0%
Cc1cccc(C(=O)NCCN2CCOCC2)c1[N+](=O)[O-] | 13% | 9% | -6% | -6% | 5 | -10% | 1 | 3% | 9%
Cc1cc(Nc2ccc(Br)c(C)c2)n2nc(C)nc2n1 | -1% | 0% | -5% | 3% | -13 | 4% | -3 | -5% | 5%
Cc1cc(C)c(Nc2ncnc3c2cnn3C)c(C)c1 | . | -11% | . | . | . | 7% | -32 | . | 17%
Cc1cc(N2CCCC2=O)cc(C)c1S(=O)(=O)Nc1c(C)nn(C)c1C | 17% | 6% | 22% | 2% | 33 | 3% | 7 | 5% | -2%
CCc1nc2ccc(C(=O)NCc3ccc4c(c3)OCO4)cn2c1N(C)CCC(C)C | ? | -5% | . | . | 0 | -13% | 6 | ? | 0%
O=C(Nc1ccccc1)Nc1nccs1 | -1% | ? | -2% | 3% | 17 | -13% | 0 | 1% | -11%
COc1ccc(CC(=O)NCCc2cnc[nH]2)cc1 | -3% | 3% | -17% | 11% | -12 | -22% | -9 | -4% | 18%
Cc1ccc(CNC(=O)CN2c3cccc4cccc(c34)S2(=O)=O)cc1 | -2% | -6% | ? | 2% | 29 | 6% | -3 | -4% | 0%
COc1ccc(CCn2c(-c3ccc(Cl)cc3)n[nH]c2=S)cc1OC | -1% | 13% | -6% | 0% | 24 | 10% | 7 | -3% | -2%
